BaF3 tox = counter-screen for JAK2V617F inhibitors: parental Ba/F3 viability inhibitors | CellTiter-Glo ATP luminescence | inhibition, % at 5.6 µM | 220,000 compounds, 1.1% hits;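 active means inhibition above a per-campaign cutoff, the mean inhibition of all tested compounds plus 3 SD, cut at about 27% in these data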;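 further: 0% = DMSO wells and 100% = JAK Inhibitor I control wells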
TRPN1 ag = activates the zebrafish TRPN1 channel; HEK293 zebrafish TRPN1-YFP, Fluo-8 calcium fluorescence; 100% = response to 87 µM carbachol; activation, % at 3 µM; 220,000 compounds, 0.18% hits; AID 1424;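 active means activation above its plate's cutoff, the mean activation of test wells on that plate plus 3 SD, cut at about 19% in these data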;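 further: 0% = DMSO alone and 100% = 87 µM carbachol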
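Assay system: Zebrafish TRPN1-YFP in HEK293 cells | Incubation: Dye loading 1 h at 37 °C, then 30 min room temperature | Measured by: Kinetic Fluo-8 fluorescence, ex 470-495, em 515-575 nm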
PPC-1+TRAIL kill = kills PPC-1 cancer cells in the presence of TRAIL. PPC-1 cells + TRAIL, ATPLite viability luminescence. 220,000 compounds, 0.41% hits. cell killing (% activity), % at 4 µM;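 active means cell killing above 50% in the first pass at 4 µM, then a duplicate retest at 5 µM averaging 50% or more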;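 further: plate controls were cells with TRAIL plus DMSO for no effect and medium-only wells lacking cells for full effect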
Wee1 stabilizer = blocks degradation of human Wee1 kinase; reporter increase, % at 5 µM; 220,000 compounds, 1.2% hits; HeLa Luc-Wee1K328M stability, luciferase luminescence; 100% = proteasome inhibitor MG132 effect; P30291;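 active means activation above the mean of all tested compounds plus 3 SD, set per screening run, cut at about 8.8% in these data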;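 further: cells exposed to compound for 20 h before luminescence read; 0% = DMSO alone and 100% = MG132 at 30 µM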
Target sequence (P30291 whole entry K328M): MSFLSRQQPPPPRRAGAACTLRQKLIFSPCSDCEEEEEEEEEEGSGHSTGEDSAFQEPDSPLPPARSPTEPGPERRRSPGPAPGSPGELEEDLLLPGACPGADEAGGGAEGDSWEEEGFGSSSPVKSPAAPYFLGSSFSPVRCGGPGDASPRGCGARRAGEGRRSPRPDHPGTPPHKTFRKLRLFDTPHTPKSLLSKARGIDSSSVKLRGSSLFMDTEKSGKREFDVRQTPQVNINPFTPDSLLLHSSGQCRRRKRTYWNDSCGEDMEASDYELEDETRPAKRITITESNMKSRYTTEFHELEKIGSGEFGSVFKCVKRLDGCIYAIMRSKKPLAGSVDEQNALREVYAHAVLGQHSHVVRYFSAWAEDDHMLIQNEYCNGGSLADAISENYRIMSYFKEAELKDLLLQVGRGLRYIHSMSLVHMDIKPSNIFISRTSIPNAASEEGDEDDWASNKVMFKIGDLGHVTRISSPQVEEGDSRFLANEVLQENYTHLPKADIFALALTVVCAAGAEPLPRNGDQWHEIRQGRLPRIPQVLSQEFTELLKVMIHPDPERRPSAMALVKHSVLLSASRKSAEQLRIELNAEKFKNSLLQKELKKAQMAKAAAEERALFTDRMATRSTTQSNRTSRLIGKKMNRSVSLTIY
Ba/F3 V617F tox = reduce viability of Ba/F3 cells dependent on JAK2V617F; AID 1446; Ba/F3 EpoR-JAK2V617F viability, ATP luminescence; 220,000 compounds, 1.1% hits; inhibition, % at 5.6 µM;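 active means inhibition above the campaign mean plus 3 SD over all tested compounds, cut at about 24% in these data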;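 further: cytokine-independent growth of Ba/F3 cells driven by EpoR plus mutant JAK2; 0% = DMSO-treated cells and 100% = JAK inhibitor I control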
TNF necrop inh = blocks TNF-alpha induced death of Jurkat FADD-/- cells. Jurkat FADD-/- TNF necroptosis rescue, ATP luminescence, 24 h; 0 = TNF only, 100 = no-TNF cells. activation (protection from cell death), % at 10 µM. 220,000 compounds, 0.068% hits;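 active means activation, meaning protection from cell death, of at least 50% relative to plate controls; inactive means activation below 50%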;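 further: necroptosis triggered by 40 ng/mL TNF-alpha added together with compound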
CHOP inhibitor = CHOP inhibition in unfolded protein response. 220,000 compounds, 3.8% hits. AID 2732. CHO-K1 CHOP-promoter luciferase, tunicamycin-induced, 15-18 h. inhibition, % at 10 µM;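 active means compounds that reduced the stress-induced luciferase reporter signal by more than about 70% of percent inhibition, limit read from the data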;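 further: 0% = tunicamycin plus vehicle and 100% = wells without tunicamycin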
TRPML3 agonist = activates the human TRPML3 channel | Q8TDD5 | HEK293 TRPML3-YFP, Fluo-8 calcium fluorescence; 100% = the carbachol control signal | activation, % at 3 µM | 220,000 compounds, 0.29% hits;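 active means activation above its plate's cutoff, the mean activation of the plate's test wells plus 3 SD, cut at about 12% in these data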;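 further: 0% = DMSO only wells and 100% = carbachol wells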
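Test system – HEK293 line with stable expression of human TRPML3-YFP channel · Control set – carbachol 87 µM final as high control (100%), DMSO as low control (0%) · Signal – Fluo-8 calcium dye fluorescence, ex 470-495, em 515-575 nm · Incubation – 1-h 37 °C dye load, 5-s basal, 120-s post-compound reads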
RBBP9 inhibitor = human RBBP9 hydrolase inhibition. O75884. recombinant RBBP9, FP-Rh probe fluorescence polarization. inhibition, % at 7.94 µM. 220,000 compounds, 0.2% hits;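 active means inhibition above the campaign mean of all tested compounds plus 3 SD, cut at about 14% in these data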;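 further: plate controls were DMSO wells with RBBP9 for no effect and wells lacking RBBP9 protein for full effect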
Target sequence (O75884 whole entry, looked up): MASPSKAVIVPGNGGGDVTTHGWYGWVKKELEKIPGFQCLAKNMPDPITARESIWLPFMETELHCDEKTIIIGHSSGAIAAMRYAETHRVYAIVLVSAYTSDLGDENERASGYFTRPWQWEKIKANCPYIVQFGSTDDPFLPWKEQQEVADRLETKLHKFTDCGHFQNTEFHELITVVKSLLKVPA
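System: RBBP9 protein / Quantity: 2.5 µM RBBP9 dispensing solution, before mixing / Also added: Serine-hydrolase probe FP-Rh, 375 nM pre-mixing / Dosing: 7.94 µM single dose, 0.794% DMSO / Timing: enzyme-compound preincubation 30 min, then probe labeling 45 min, 25 °C / Signal: FP readout at 525/598 nm / Controls: DMSO-treated enzyme wells and wells lacking RBBP9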
Active calls of the source: *; nt = no result given; & = joins results of further samples.

SMILES	BaF3 tox	TRPN1 ag	PPC-1+TRAIL kill	Wee1 stabilizer	Ba/F3 V617F tox	TNF necrop inh	CHOP inhibitor	TRPML3 agonist	RBBP9 inhibitor
CC(=O)Nc1ccc(S(=O)(=O)N(C)CC(=O)OCC(=O)Nc2cccnc2Cl)cc1	5	0.7	5	0	-2	0.4	-11	0.3	-7
Cc1ccccc1NC(=O)CN1C(=O)S/C(=C\c2cccn2-c2cccc(C(=O)O)c2)C1=O	4	-0.4	16	0	1	-1.3	-12	0.2	-3
NC(=O)c1ccc(N=Nc2c(O)c3ccccc3[nH]c2=O)cc1	0	-0.5	21	-2	1	-7.0	-7	0.1	-6
Cc1ccc(NC(=O)/C(=C/c2cccc(Br)c2)NC(=O)c2ccco2)cc1	2	-1.5	17	4	1	0.6	1	-0.8	-10
Cc1nc(C)c(-c2nnc(-c3ccccc3Cl)o2)cc1C(=O)NN	-6	1.1	-3	0	-5	4.2	8	0.8	-5
Cc1cc(NC(=O)Cc2cn3ccsc3n2)n(-c2ccccc2)n1	-1	1.2	-11	-1	0	-0.7	18	-0.4	-2
COC(=O)c1cn(-c2nc(C)c3c(n2)CCC3)nn1	-2	1.3	4	8	-2	-0.3	14	0.2	4
O=C(COC(=O)/C=C/c1ccc(S(=O)(=O)N2CCCCCC2)cc1)NCc1ccccc1Cl	6	-1.0	7	-1	-3	0.4	-8	0.5	6
COc1ccc(Nc2nnc(Cc3ccccc3)c(=O)[nH]2)c(OC)c1	1	0.2	14	2	-1	0.2	4	-0.1	12
COC(=O)C1=C(C)NC(C)=C(C(=O)OC)C1C(=O)OC(C)C(=O)c1ccccc1 (configuration not stated)	-3	1.5	17	2	-3	-2.5	-2	1.6	7
CCOC(=O)CSc1nc2ccccc2c(=O)n1CCC(=O)NCCc1ccc(OC)c(OC)c1	2	-0.5	7	2	0	0.1	46	0.1	-1
CCOC(=O)c1cnc(SCc2nc(N)nc(Nc3ccc(C)cc3)n2)nc1N	10	-2.4	-4	1	4	-6.3	58	-0.3	-4
COc1cc(Nc2ccc(C(=O)O)cc2[N+](=O)[O-])cc(OC)c1	4	-0.4	13	1	1	-2.9	-14	-0.6	-4
CC(C)(C)C(=O)Nc1ccc2c(c1)-c1cc(NC(=O)C(C)(C)C)ccc1C2	-5	1.6	17	-2	-1	-2.0	34	1.5	1
O=C(CCC(=O)Nc1ccc(Cl)cc1Cl)NNC(=O)Nc1ccccc1	-2	1.1	23	1	0	0.8	37	0.6	-5

Taken from above.
CHOP inhibitor, COc1cc(Nc2ccc(C(=O)O)cc2[N+](=O)[O-])cc(OC)c1 : -14
RBBP9 inhibitor, COC(=O)C1=C(C)NC(C)=C(C(=O)OC)C1C(=O)OC(C)C(=O)c1ccccc1 (configuration not stated) : 7
Ba/F3 V617F tox, Cc1cc(NC(=O)Cc2cn3ccsc3n2)n(-c2ccccc2)n1 : 0
BaF3 tox, O=C(CCC(=O)Nc1ccc(Cl)cc1Cl)NNC(=O)Nc1ccccc1 : -2
Ba/F3 V617F tox, COC(=O)c1cn(-c2nc(C)c3c(n2)CCC3)nn1 : -2
Wee1 stabilizer, Cc1ccc(NC(=O)/C(=C/c2cccc(Br)c2)NC(=O)c2ccco2)cc1 : 4
TNF necrop inh, COc1ccc(Nc2nnc(Cc3ccccc3)c(=O)[nH]2)c(OC)c1 : 0.2

(continued)
SMILES	BaF3 tox	TRPN1 ag	PPC-1+TRAIL kill	Wee1 stabilizer	Ba/F3 V617F tox	TNF necrop inh	CHOP inhibitor	TRPML3 agonist	RBBP9 inhibitor
O=c1[nH]c2ccc(S(=O)(=O)Nc3ccc(-c4nnc5n4CCCCC5)cc3)cc2o1	2	1.0	13	0	-3	-3.5	5	-0.3	4
CC(=O)N1CCN(S(=O)(=O)c2cccc(C(=O)Nc3nc4ccccc4[nH]3)c2)CC1	5	-0.3	5	-3	2	-4.4	-3	0.3	-2
CCN(CC)c1ccc(-c2nnc(SCC(=O)Nc3ccccc3C#N)n2-c2ccccc2)cc1	6	-0.6	-6	2	-2	-0.6	0	0.0	-6
CCOC(=O)c1c(C)[nH]c(-c2csc(C)n2)c1C	2	-0.8	-16	4	0	-0.7	-19	-0.8	-4
CCCSC1=C(C#N)C(c2cccnc2)C(C(=O)OCC)=C(c2ccccc2)N1 (configuration not stated)	5	-1.8	14	0	0	-9.4	-3	-1.0	2
CCOc1ccc(N2C(=O)c3cccnc3C2Nc2ccc(C)cc2)cc1 (configuration not stated)	3	-1.1	3	7	-4	-2.5	-21	-0.1	9
CCOC(=O)N1CCC(NC(=O)CSCc2cnn(-c3ccccc3)c2-n2cccc2)CC1	7	-0.8	15	0	3	-5.5	31	-0.4	0
Cc1nc(N)sc1N=Nc1ccc(Br)cc1	7	-0.1	24	0	3	-2.0	45	1.0	1
COc1ccc(-c2nn(-c3ccccc3)cc2/C=N/n2cnnc2)cc1OC	3	-1.2	6	9.3*	-2	-2.0	-2	-0.2	11
COc1cc(-c2cc(OC)c3c(C)oc(C)c3c(=O)c2)ccc1O	3	0.3	18	0	1	-3.0	17	0.1	-3
O=S(=O)(NC1CCCCC1)c1ccc(Cl)s1	7	-2.1	16	1	1	2.3	-18	-0.6	-5
CCOC(=O)N1CCC(NC(=O)c2ccc3c(c2)N(Cc2ccc(C)cc2)CCS3)CC1	5	-0.2	-12	-1	-2	-2.5	14	0.5	-4
Cc1cnn(C(=O)c2oc3ccccc3c2C)c1	4	1.2	6	-1	0	-2.3	44	0.5	-3
O=S(=O)(c1ccc(Cl)nc1)N1CCN(c2ncccn2)CC1	-2	0.7	16	2	-4	4.1	10	5.0	-4
O=c1c(F)cn(C2CCCO2)c(=O)n1Cc1ccccc1F (configuration not stated)	2	-0.4	-5	1	-4	-1.1	-48	0.8	-4

Three records drawn at random from those above:
SMILES	BaF3 tox	TRPN1 ag	PPC-1+TRAIL kill	Wee1 stabilizer	Ba/F3 V617F tox	TNF necrop inh	CHOP inhibitor	TRPML3 agonist	RBBP9 inhibitor
CC(=O)N1CCN(S(=O)(=O)c2cccc(C(=O)Nc3nc4ccccc4[nH]3)c2)CC1	5	-0.3	5	-3	2	-4.4	-3	0.3	-2
Cc1cnn(C(=O)c2oc3ccccc3c2C)c1	4	1.2	6	-1	0	-2.3	44	0.5	-3
Cc1nc(N)sc1N=Nc1ccc(Br)cc1	7	-0.1	24	0	3	-2.0	45	1.0	1

Continuation.
SMILES	BaF3 tox	TRPN1 ag	PPC-1+TRAIL kill	Wee1 stabilizer	Ba/F3 V617F tox	TNF necrop inh	CHOP inhibitor	TRPML3 agonist	RBBP9 inhibitor
Cc1ccc(OC(=O)C(C)c2cccc(C(=O)c3ccccc3)c2)cc1 (configuration not stated)	3	-0.5	-1	-1	3	-6.8	15	-0.3	-4
COc1ccc(CCN2C(=O)/C(=C\c3ccco3)SC2=S)cc1OC	1	0.4	-7	1	2	-0.5	44	0.8	3
CCOc1ccc(S(=O)(=O)Nc2cc(S(=O)(=O)N(CC)CC)ccc2N2CCCC2)cc1	4	-2.5	18	8	-1	2.9	36	0.4	-6
CCS(=O)(=O)N1CCC(C(=O)NCc2ccc(OC)cc2)CC1	3	0.4	-20	-3	-4	0.6	-7	0.6	8
CC1C/C(=N/Nc2nc3ccccc3[nH]2)CC(C)(C)C1 (configuration not stated)	5	-1.8	38	10*	-2	2.2	-32	-0.5	9
CC(C)(C)S(=O)(=O)c1cnc(N2CCCC2)nc1N	1	1.6	10	0	3	1.0	-10	0.6	-10
N#C/C(=N\Nc1ccc(S(=O)(=O)N2CCCCCC2)cc1)C(N)=S	6	6.2	-10	1	4	-2.2	55	3.9	4
CCOC(=O)c1cc(-c2ccc(C)o2)n[nH]1	0	-1.1	3	5	-1	-0.7	23	0.7	4
O=c1c2ccccc2c(C=NC2CCS(=O)(=O)C2)c(O)n1-c1ccccc1 (configuration not stated)	4	-0.3	-4	-4	4	-1.4	24	0.8	-5
Cc1cc(C)n(-c2nc3ccccc3nc2N2CCN(C(=O)c3ccc(F)cc3)CC2)n1	2	-0.7	48	0	0	-0.7	6	0.5	-2
OCCCc1nc2ccccc2n1CCOc1ccccc1	0	-0.3	-6	-1	-3	-0.9	12	-0.7	-3
CCc1cc2c(=O)c(-c3nc(C)cs3)c(CCCC(=O)O)oc2cc1O	8	-0.2	15	0	6	-1.5	3	0.0	-3
O=C(CC1C(=O)NCCN1Cc1ccc(F)cc1)NCCCn1cccn1 (configuration not stated)	3	-0.3	nt	-2	-1	-1.1	4	0.1	-5
O=C(CN1CCSCC1)N1CCc2[nH]c3ccc(Br)cc3c2C1	2	4.3	28	2	3	0.5	28	0.1	-17
Cc1c(C(=O)Nc2cccc(Cl)c2)cn2c(nc3ccccc32)c1C#N	3	0.6	15	3	-2	1.1	104*	0.4	-5
CCN(CC)c1ccc(/C=N/NC(=O)c2cnccn2)c(O)c1	34*	4.2	40	5	56*	-19	47	1.5	-4
CCn1ncc(Cl)c1C(=O)NC(=S)Nc1c(C)cc(C)cc1[N+](=O)[O-]	3	-0.3	9	0	0	-1.6	34	0.9	-9
CCc1n[nH]c(=S)n1/N=C/c1cc(Br)c(OC)cc1OC	5	-1.8	0	0	-3	-0.9	29	0.3	-1
O=C(CSc1cnc2ccccc2n1)c1ccc(F)cc1	6	1.3	15	0	0	1.0	21	0.6	-7
O=[N+]([O-])/C=C/c1cn(Cc2ccc(Cl)cc2)c2ccccc12	0	1.1	-7	-3	-4	2.9	100*	0.4	-10
CCCCn1c(N)c(S(=O)(=O)c2ccc(C)cc2)c2nc3ccccc3nc21	1	-1.6	13	3	-6	-2.3	54	-0.6	-10
CC(=O)C(Sc1ccc2nnc(-c3cccnc3)n2n1)C(C)=O	1	2.0	-6	-4	-3	1.3	17	0.6	-4
CCCc1cc(SCC(=O)Nc2c(C)n(C)n(-c3ccccc3)c2=O)n2c(nc3ccccc32)c1C#N	0	-0.8	16	0	-3	-4.4	-12	0.2	10
Cc1ccc([N+](=O)[O-])c(C(=O)N/N=C/c2cccs2)c1	-3	2.4	11	0	5	0.4	1	0.5	-2
COc1ccc(Cn2c(=O)cc(C)[nH]c2=S)cc1	10	-1.4	14	0	2	0.3	0	-0.1	1
CCN(CC)CCOC(=O)C1(C2CCCCC2)CCCCC1	1	0.0	11	2	-1	2.6	62&2	2.6	-8

Bioassay records from PubChem BioAssay.
